Screens: PubChem, National Center for Advancing Translational Sciences (NCATS)
GLS inh: blocks human kidney-isoform glutaminase activity; O94925; GLS enzymatic activity, qHTS titration; Potency, µM (highest dose often 45.5 µM), for the others: top-dose activity change, negative = inhibition, actives largely listed as inhibitors; 0.21% of 410,000 active; also: potency is read from the fitted curve at half-maximal effect
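Compounds were pin-transferred onto hKGA, after which L-glutamine (1 mM solution) and a detection mix of glutamate oxidase, HRP and Amplex Red were added. Initial and 30 min RT fluorescence reads were collected.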
ALOX12 inh: inhibitors of human 12S-lipoxygenase ALOX12 | P18054 | purified 12hLO, xylenol orange hydroperoxide absorbance | Potency, µM (doses to about 108 µM), for the others: at the top dose activity change, negative = inhibition, most hits filed as inhibitors | 1.1% of 580,000 active | AID 1671190; also: potency is read from the fitted curve at half-maximal effect
Target sequence (P18054 whole entry, looked up): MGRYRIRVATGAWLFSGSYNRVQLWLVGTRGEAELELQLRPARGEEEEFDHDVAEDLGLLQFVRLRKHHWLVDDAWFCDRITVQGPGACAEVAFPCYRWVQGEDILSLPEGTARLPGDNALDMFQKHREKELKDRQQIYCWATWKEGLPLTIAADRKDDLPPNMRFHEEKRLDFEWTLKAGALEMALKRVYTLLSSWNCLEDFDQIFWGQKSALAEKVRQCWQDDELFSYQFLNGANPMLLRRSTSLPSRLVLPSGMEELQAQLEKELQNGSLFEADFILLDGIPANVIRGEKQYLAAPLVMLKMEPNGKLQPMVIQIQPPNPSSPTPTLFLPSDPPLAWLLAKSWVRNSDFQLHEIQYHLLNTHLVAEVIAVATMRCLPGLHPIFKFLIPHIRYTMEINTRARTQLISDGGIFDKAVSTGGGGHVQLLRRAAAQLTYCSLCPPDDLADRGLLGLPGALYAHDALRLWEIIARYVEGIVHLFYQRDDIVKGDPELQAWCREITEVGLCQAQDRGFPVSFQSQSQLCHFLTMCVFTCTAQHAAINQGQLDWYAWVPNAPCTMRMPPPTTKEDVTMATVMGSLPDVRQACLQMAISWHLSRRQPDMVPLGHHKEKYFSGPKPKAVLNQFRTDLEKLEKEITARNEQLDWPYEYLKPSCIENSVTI
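Purified human 12hLO (150 nM final) in 25 mM Hepes, 0.01% Triton X-100, pH 7.0 was preincubated 15 min at room temperature with compound. Then 40 uM arachidonic acid was added, 30 min. Hydroperoxide was read by Fe-XO absorbance ratio 573/405 nm.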
PI4K2A block: PI4K2A (human) kinase inhibition; activity change, negative = inhibition, % at 76.9 µM; Q9BTU6; AID 1346378; 0.13% of 420,000 active; purified PI4K2A, ADP-Glo luminescence, 1 h; hits give low values; in the data active = activity change below about -50%; inconclusive = mostly about -30% to -49%;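 also: -100% = wells without enzyme as full effect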
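PI4K2A activity was measured by ADP-Glo luminescence: enzyme (4 ug/mL stock) and phosphatidylinositol (1.2 mM stock) in Tris pH 7.5/MgCl2/EGTA/Triton X-100 buffer were reacted with ATP (300 microM stock) for one hour at ambient temperature.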
Starred values were filed as active, the others as inactive; ? = inconclusive; [ ] = dose if it differs, or a comment. Unless noted, calls follow the shape of the dose curve; as a rule, active = well fitted inhibition curve with a large enough effect; inconclusive = small, poorly fitted or top-dose-only effect, or another doubt; inactive = no such curve, though single readings can be large or run the other way. Unless noted, % is scaled to controls: 0 for no effect and ±100 for the full control effect. A portion of the library. The share of hits here may be higher or lower than overall.

SMILES	GLS inh	ALOX12 inh	PI4K2A block
COc1cc(C(=O)N2CCC2(C)C(=O)O)cc(OC)c1OC (centres undefined)	0%	-21%	-2
Cn1c2ccccc2c(=O)c2ccc(Cl)cc21	7%	0%	-5
COc1ccc(F)cc1-c1cc(C(=O)Nc2ccc(NC(C)=O)cc2)[nH]n1	-8%	-3%	5
O=S1(=O)N[C@@H](Cc2ccccc2)COc2cccc(N3CCSCC3)c21	-10%	?	4
Cc1nn(-c2ccccc2)nc1C(=O)Nc1cccc(C(=O)NC2CC2)c1	-7%	1%	0
O=C(NNC(=O)c1ccccc1F)c1ccc(-c2ccccc2Cl)o1	22%	10%	6
COc1ccc(NC(=O)N(C)C[C@@H]2OCc3cn(nn3)CCCC(=O)N([C@H](C)CO)C[C@H]2C)c(OC)c1	-3%	0%	8
CCN(CC)C(=O)C1=C(C)N(CCC2=CCCCC2)C(=O)C(CC(=O)NCCCCc2ccccc2)C1 (centres undefined)	0%	-3%	-3
Cn1c(=O)c2c(ncn2CC(=O)OCC(=O)c2ccc(Br)cc2)n(C)c1=O	-8%	?	0
CC(C)Oc1cccc(NC(=O)C2(C)CCN2C(=O)C(C)C)c1 (centres undefined)	1%	7%	-3
Cc1ccc(S(=O)(=O)NCc2nnnn2-c2ccc(F)cc2)cc1	0%	-6%	-3
COc1ccc(CN2C(=O)C(CC(=O)NC3CCCC3)CC(C(=O)N(C(C)C)C(C)C)=C2C)cc1 (centres undefined)	-2%	19%	1
Cc1ccc(S(=O)(=O)N(C)C[C@H]2Oc3cc(Br)ccc3S(=O)(=O)N([C@H](C)CO)C[C@@H]2C)cc1	-5%	1%	-3
CN(C)Cc1csc(NC(=O)Nc2ccccc2Oc2ccccc2)n1	18%	?	3
CCCNC(=O)C1(C)CCCN(C(=O)c2ccccc2OC(F)(F)F)C1 (centres undefined)	-11%	-19%	6
Cc1cc2nc(C3CCCCC3)c(Cc3ccccc3C(F)(F)F)n2c(C)c1Br	-7%	-63%	-1
CCOC(=O)[C@]12CCCC=C1N(Cc1ccco1)C(=O)[C@H](CC(=O)N1CCSCC1)C2	-5%	-21%	2
COCCNC(=O)C1CCCN(C(=O)c2cccnc2Oc2ccccc2)CC1 (centres undefined)	0%	-14%	-7
O=S(=O)(c1ccc(NC(=S)N2CCCCC2)cc1)N1CCCCC1	5%	4%	0
COC(=O)c1ccc(COc2cccn3c(N(C)C(=O)CCC4CCCC4)c(C)nc23)cc1	0%	?	-2
CCCS(=O)(=O)NC(=O)C1(C)CCCN(C(=O)c2cc(F)ccc2C)C1 (centres undefined)	-7%	-12%	-3
CN1CCN(c2cc(-c3ccc4ccccc4c3)nc3ccnn23)CC1	8%	0%	-1
O=c1c2ccccc2c2ccccc2c(=O)n1Cc1ccc2c(c1)OCO2	-6%	-11%	-4
CCCNC(=O)C1(C)CCN(C(=O)c2cccc(C(F)(F)F)c2)C1 (centres undefined)	5%	1%	4
C[C@@H]1CN([C@H](C)CO)C(=O)CCCn2nncc2CO[C@H]1CN(C)C(=O)Nc1cccc2ccccc12	-5%	?	-1

Copied from above (four entries):
SMILES	GLS inh	ALOX12 inh	PI4K2A block
CN1CCN(c2cc(-c3ccc4ccccc4c3)nc3ccnn23)CC1	8%	0%	-1
O=c1c2ccccc2c2ccccc2c(=O)n1Cc1ccc2c(c1)OCO2	-6%	-11%	-4
CCCNC(=O)C1(C)CCN(C(=O)c2cccc(C(F)(F)F)c2)C1 (centres undefined)	5%	1%	4
C[C@@H]1CN([C@H](C)CO)C(=O)CCCn2nncc2CO[C@H]1CN(C)C(=O)Nc1cccc2ccccc12	-5%	?	-1

Other structures.
SMILES	GLS inh	ALOX12 inh	PI4K2A block
NC(c1csc(Nc2ccc(C(=O)NCCCO)cn2)n1)C1CCCCC1 (centres undefined)	-7%	23%	0
O=C(c1ccco1)N1CCN(c2ncnc3scc(-c4ccc(Cl)cc4)c23)CC1	10%	-28%	-5
OC(c1ccc(-c2ccccc2)cc1)c1ncc(-c2ccccc2)[nH]1 (centres undefined)	-8%	-20%	-1
C[C@H](CO)N1C[C@H](C)[C@@H](CN(C)C(=O)c2cccc(F)c2)Oc2cc(-c3cncnc3)ccc2S1(=O)=O	-8%	?	5
COc1ccc(CC(N)c2csc(NC(=O)c3cc(C(C)(C)C)nn3Cc3ccccc3)n2)cc1 (centres undefined)	-7%	-25%	5
COc1ccc(C(=O)N/C(=C\c2ccc(Cl)cc2)C(=O)NCc2ccncc2)cc1	6%	1%	-2
Cc1cccc(CN2CCN(C3CN(Cc4cn(Cc5cc(C)cc(C)c5)nn4)S(=O)(=O)C3)CC2)c1 (centres undefined)	3%	-27%	0
Cc1ccc(NC(=O)CCc2ccccc2)cc1C	1%	-13%	0
COc1ccccc1-c1csc(C(NC(C)=O)c2ccccc2)n1 (centres undefined)	-3%	-19%	-1
COc1ccc(-c2cc(NC=O)c3ncc(-c4ccc(C(C)=O)cc4)n3c2)cc1OC	4%	5%	0
Cc1ccc([C@H]2N[C@]3(CCCN(Cc4ccccc4)C3=O)[C@H]3C(=O)N(C)C(=O)[C@@H]23)cc1	-6%	?	2
COc1cccc(OC2(C)CCN(Cc3ccc(-c4ccccn4)cc3)C2)c1 (centres undefined)	21%	-10%	-3
CC(=O)OC[C@@H]1CN(Cc2ccccc2)C[C@H](n2cnc3c(N4CCOCC4)ncnc32)O1	-1%	4%	-9
COc1ccc(CCC(=O)Nc2ccc(S(=O)(=O)N3CCOCC3)cc2)cc1OC	0%	-9%	2
CN1CCC(C)(C(=O)Nc2cccc3c2CCCC3)C1 (centres undefined)	-1%	16%	3
COc1ccccc1-c1cc2nc(-c3ccccc3)cc(N3CCN(C(=O)c4ccco4)CC3)n2n1	1%	?	0
OC(c1ccc(F)c(F)c1)c1nc(-c2ccc(F)c(Cl)c2)cs1 (centres undefined)	9%	?	-1
CCCN(CCC)Cc1cc(=O)oc2cc(C)cc(C)c12	10%	?	-1
COc1ccc(S(=O)(=O)NCc2cccnc2)c(Cl)c1Cl	2%	9%	-3
Cc1ccc(S(=O)(=O)N2C[C@H]3[C@H]4C(=O)N(c5ccccc5)C(=O)[C@H]4CC(=O)[C@H]3[C@@H]2c2ccc(Cl)cc2)cc1	13%	7%	0
C=CCNC(=O)c1cc2cc(Cl)ccc2nc1N	-3%	-16%	-3
COc1ccc(NC(=O)N(C)C[C@@H]2OCc3cnnn3CCCC(=O)N([C@@H](C)CO)C[C@H]2C)cc1	0%	5%	0
CC1(C(=O)Nc2cnc3ccccc3c2)CCN1Cc1ccccc1Cl (centres undefined)	6%	-4%	-5
O=C(Cn1nnc(-c2ccc(Cl)cc2)n1)NC(=O)NC1CCCC1	-4%	16%	5
Brc1cccc(-c2nc3ccc(Br)cn3c2Cc2ccsc2)c1	24%	?	-5

The list goes on.
SMILES	GLS inh	ALOX12 inh	PI4K2A block
CCOC(=O)C1=CCN(S(=O)(=O)c2ccccc2F)C1c1cccc(C)c1 (centres undefined)	-7%	-30%	3
CC1=C(C(=O)N2CCCCCC2)CC(CC(=O)NCCCN(C)C)C(=O)N1Cc1ccccc1 (centres undefined)	12%	31%[activator]	-2
O=C1NC[C@H](Cc2ccc(O)cc2)N(C[C@@H]2CCCN2C[C@H](Cc2ccc(O)cc2)N2C[C@H](Cc3ccccc3)N(CCc3ccccc3)C(=O)C2=O)C1=O	20%	?	-2
COc1ccc(/C=C/C(=O)OCC(=O)NC2CCCCCC2)cc1	1%	3%	4
Cn1cc(-c2ccc(C(=O)NCc3cccc(Cl)c3)c3occc23)cn1	7%	?	-4
C[C@H](CO)N1C[C@H](C)[C@H](CN(C)Cc2ccccc2)Oc2ncc(Br)cc2C1=O	1%	0%	-7
Cc1ccc(Cn2c(C)c(C(=O)NCc3ccccc3C(F)(F)F)sc2=O)cc1	-20%	-4%	-4
O=C(NCCCCO)c1c(-c2ccccc2)oc2c1C(OCCCCCO)CCC2 (centres undefined)	-15%	?	2
Cc1cccc(NC(=O)c2ncn3c2C(=O)NC[C@H]3C)c1	-4%	3%	-5
CCOc1ccc(CCN2C(=O)C(=O)N([C@@H](Cc3ccc(O)cc3)CN3CCC[C@H]3CN3C(=O)C(=O)NC[C@@H]3Cc3ccc(O)cc3)C[C@@H]2Cc2ccc(O)cc2)cc1	2%	-24%	8
CC(C)C1C(=O)N(Cc2cn(CC3CCCCC3)nn2)CCS(=O)(=O)N1Cc1ccc(-c2cccc(CO)c2)cc1 (centres undefined)	-4%	10%	0
CC1=C(C(=O)N2CCOCC2)CC(CC(=O)NC2CCCC2)C(=O)N1Cc1ccc(C(C)(C)C)cc1 (centres undefined)	11%	1%	-3
CCOC(=O)c1ccc(NC(=O)c2nc[nH]c2C(=O)N[C@H](C)CO)cc1	1%	-3%	1
CCOC(=O)c1csc(NC(=O)CCS(=O)(=O)c2ccc(Cl)cc2)n1	2%	3%	2
CCCNCC(=O)Nc1sc2c(c1C(=O)Nc1c(C)n(C)n(-c3ccccc3)c1=O)CCCC2	5%	1%	-2
CC(C)[C@@H]1Cc2[nH]n(C)c(=O)c2[C@H](c2ccc(F)cc2)O1	3%	-69%	-5
CCCc1c(-c2ccc(F)cc2F)ncn1Cc1ccccc1OC	-4%	?	-2
Cc1ccc(CN(C)C[C@@H]2OCc3cnnn3CCCC(=O)N([C@H](C)CO)C[C@H]2C)cc1	9%	-9%	2
C[C@@H](NC(=O)[C@@H]1CCCN1C(=O)[C@@H]1CCCN1C(=O)c1cccs1)c1ccccc1	2%	-29%	-2
CC1=C(C(=O)N2CCCCCC2)CC(CC(=O)NCCN2CCOCC2)C(=O)N1Cc1ccc(F)cc1 (centres undefined)	-15%	10%	9
CCc1nc2c(OCCOc3ccccc3)cccn2c1N(C)C(=O)c1ccccc1F	6%	1%	-6
CSc1ncccc1C(=O)N1CCC(C)(C(=O)O)C1 (centres undefined)	-3%	-42%	-11
COc1cccc(COC(=O)CSCC(=O)Nc2ccc(C)cc2)c1OC	3%	19%	-4
Cc1cccc(C)c1-n1nnnc1C1c2ccccc2C(=O)N1CCc1ccc(O)cc1 (centres undefined)	5%	?	0
CC1C(c2ccccc2)OCCN1C(=S)Nc1ccc(S(=O)(=O)N2CCCCC2)cc1 (centres undefined)	8%	-14%	-1

6 of the compounds above, with the structure last.
GLS inh,ALOX12 inh,PI4K2A block,smiles
2%,3%,2,CCOC(=O)c1csc(NC(=O)CCS(=O)(=O)c2ccc(Cl)cc2)n1
12%,31%[activator],-2,CC1=C(C(=O)N2CCCCCC2)CC(CC(=O)NCCCN(C)C)C(=O)N1Cc1ccccc1 (centres undefined)
-4%,?,-2,CCCc1c(-c2ccc(F)cc2F)ncn1Cc1ccccc1OC
5%,1%,-2,CCCNCC(=O)Nc1sc2c(c1C(=O)Nc1c(C)n(C)n(-c3ccccc3)c1=O)CCCC2
-4%,3%,-5,Cc1cccc(NC(=O)c2ncn3c2C(=O)NC[C@H]3C)c1
6%,1%,-6,CCc1nc2c(OCCOc3ccccc3)cccn2c1N(C)C(=O)c1ccccc1F

The results go on.
SMILES	GLS inh	ALOX12 inh	PI4K2A block
CC(C)CC(N)c1csc(Nc2ccc(C(=O)N(C)Cc3ccccc3)cn2)n1 (centres undefined)	18%	0%	-1
O=C(O)c1c[nH]n2c(=S)ncnc12	-3%	1%	-8
C[C@H](c1ccccc1)N1C[C@H](COCc2ccccc2)Oc2cc(N3CCC[C@@H]3CO)ccc2S1(=O)=O	2%	?	-2
CN(C)CCNC(=O)C(=O)NCC1OCCN1S(=O)(=O)c1ccc(F)cc1 (centres undefined)	2%	-4%	-2
CCCNC(=O)c1cc2c(c(-c3cccc(-c4cc5ccccc5o4)c3)n1)[C@H](CCO)N(C(=O)NC(C)C)C2	-12%	2%	-1
O=C(c1cc(COc2cccc3cccnc23)on1)N1CCC[C@H]1CO	-2%	?	-4
CSc1ccc(C(O)c2ncc(-c3ccccc3F)[nH]2)cc1 (centres undefined)	6%	6%	-11
CC(C)CN(C(=O)COc1ccccc1C(=O)NCc1ccccc1)C1CCS(=O)(=O)C1 (centres undefined)	0%	3%	-3
Cn1ccc2c(-c3cccc4ccccc34)cc3c(c21)C1CCC3C1 (centres undefined)	5%	0%	1
FC(F)(F)c1cc(Cl)c2nc(-c3ccccc3)c(Cc3cccc(Cl)c3)n2c1	-4%	?	-3
O=C(NC(c1ccc(Cl)cc1)c1cnccn1)C1CCN(CCCOc2ccccc2)CC1 (centres undefined)	-2%	?	-2
CCOC(=O)C1(C)CCCN(C(=O)c2ccc(F)cc2Cl)C1 (centres undefined)	3%	?	-10
COc1cccc(C#Cc2ccc3c(c2)O[C@@H](CN(C)C(=O)c2ccccn2)[C@@H](C)CN([C@H](C)CO)S3(=O)=O)c1	0%	-89%	-6
c1nnc(NCNc2nncs2)s1	2%	-4%	-1
CCCCCCCCN1C(=O)[C@H](CC(=O)NCCCOCCCC)C[C@@]2(C(=O)OCC)CCCC=C12	2%	?	-3
CCOC(=O)C(=Cc1ccc(N(C)C)cc1)C(=O)c1ccccc1	34%[activator]	-6%	1
